RGS4 block – human RGS4 inhibition. P49798. HEK293 M3R/RGS4 inducible, Fluo-4 calcium flux; hits give high values; triggered by carbachol at its EC20. B-score at 10 µM. 310,000 compounds, 0.45% hits. AID 463165;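 active = B-score, a plate-corrected calcium signal, over three deviations above library mean, with baseline fluorescence within five deviations of library mean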;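 also: RGS4 expression induced by doxycycline in cells with stable M3 receptor; B-score is computed from the integrated fluorescence ratio over baseline after carbachol; higher B-score means a larger calcium signal and so more RGS4 inhibition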
SKKanGAS inh – blocks kanamycin growth of S. pyogenes SKKanGAS strain; inhibition, % at 7.5 µM; 300,000 compounds, 1.3% hits; BacTiter-Glo, 6 h;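 active = mean replicate score, as percent of positive control median, at least 50; inconclusive = mean below 50 but one replicate at or above 50; inactive = mean and every replicate below 50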;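 also: strain carries kanamycin resistance gene driven by streptokinase promoter and grows in 40 µg/ml kanamycin; loss of luminescence reflects streptokinase promoter inhibition or plain growth inhibition; 0% = median of DMSO wells and 100% = positive control at its reference dose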
KCNQ1 inh – human KCNQ1 channel inhibition; CHO-K1 KCNQ1, FluxOR thallium flux fluorescence; hits give high values; B-score at 10 µM; 310,000 compounds, 1.3% hits; AID 2642;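 active = compounds whose thallium flux B-score, printed positive for inhibition, exceeds three library SD while starting fluorescence stays within three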;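 also: channel opened by potassium depolarization with thallium stimulus after 20 min compound exposure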
Target sequence (P51787 whole entry, looked up): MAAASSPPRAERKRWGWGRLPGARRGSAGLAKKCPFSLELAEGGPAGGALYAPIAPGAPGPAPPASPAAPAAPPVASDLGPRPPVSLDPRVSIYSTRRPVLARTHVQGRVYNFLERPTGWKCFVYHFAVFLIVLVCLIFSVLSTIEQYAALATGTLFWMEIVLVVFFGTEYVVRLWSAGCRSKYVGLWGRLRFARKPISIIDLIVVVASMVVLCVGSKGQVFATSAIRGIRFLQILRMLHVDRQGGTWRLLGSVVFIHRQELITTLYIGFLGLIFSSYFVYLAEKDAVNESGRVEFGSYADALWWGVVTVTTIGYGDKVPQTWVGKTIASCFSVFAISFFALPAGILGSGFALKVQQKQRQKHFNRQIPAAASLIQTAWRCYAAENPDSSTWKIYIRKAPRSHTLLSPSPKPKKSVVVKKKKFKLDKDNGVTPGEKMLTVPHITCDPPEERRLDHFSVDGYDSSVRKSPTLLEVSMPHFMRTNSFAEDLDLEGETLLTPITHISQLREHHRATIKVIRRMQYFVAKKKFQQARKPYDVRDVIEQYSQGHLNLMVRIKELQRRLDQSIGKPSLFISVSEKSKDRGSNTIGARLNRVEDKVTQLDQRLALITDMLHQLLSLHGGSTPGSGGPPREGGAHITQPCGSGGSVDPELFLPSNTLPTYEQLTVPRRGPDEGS
KCNK9 inh – inhibitors of human KCNK9 two-pore domain potassium channel; B-score at 10 µM; 310,000 compounds, 1.2% hits; HEK293 KCNK9, FluxOR thallium flux fluorescence; hits give low values; Q9NPC2; AID 488922;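 active = ratio B-score over 3 SD below the library mean, with starting fluorescence within 5 SD of its mean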;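 also: negative B-score means less thallium flux so channel inhibition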
Target sequence (Q9NPC2 whole entry, looked up, the tested form may be a part): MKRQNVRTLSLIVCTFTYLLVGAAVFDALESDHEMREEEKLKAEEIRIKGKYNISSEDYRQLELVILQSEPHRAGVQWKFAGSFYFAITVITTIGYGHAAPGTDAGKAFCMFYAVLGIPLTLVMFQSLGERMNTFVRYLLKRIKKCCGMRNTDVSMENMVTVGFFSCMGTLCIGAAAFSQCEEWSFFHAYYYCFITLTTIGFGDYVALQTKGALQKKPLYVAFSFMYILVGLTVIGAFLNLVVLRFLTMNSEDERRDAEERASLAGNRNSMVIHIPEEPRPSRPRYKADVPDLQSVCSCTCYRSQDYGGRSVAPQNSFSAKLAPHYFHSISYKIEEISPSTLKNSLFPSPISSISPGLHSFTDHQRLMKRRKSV
KCNQ1 pot – human KCNQ1 channel potentiation or activation. P51787. CHO-K1 KCNQ1, thallium flux FluxOR fluorescence; hits give high values. B-score at 10 µM. 310,000 compounds, 0.35% hits;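 active = fluorescence ratio B-score, a plate-corrected score, at least three library SD, with initial intensity B-score within 5 SD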
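Assay system: CHO-K1 cells stably expressing KCNQ1. Medium: assay buffer for compound exposure, DMSO matched across wells. Timing: 37 °C overnight plating, 90-min dark dye load, 20-min compound pretreatment. Signal: kinetic FluxOR fluorescence, 10 s baseline plus 110 s post-stimulus.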
HDAC3 inhib – inhibitors of human histone deacetylase 3; O15379; recombinant HDAC3, fluorogenic peptide/trypsin coupled, fluorescence; inhibition, % at 8.3 µM; 320,000 compounds, 0.15% hits; in the data active = inhibition above about 26%, passing the limit was not always enough; inconclusive = no clear call, values can overlap the other calls
KCNK3 inh – human KCNK3 channel inhibition, primary screen; O14649; CHO-KCNK3 thallium flux, FluxOR fluorescence; hits give low values; B-score at 10 µM; 340,000 compounds, 0.84% hits; AID 602410;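 active = B-score under library mean minus 4 SD, starting fluorescence ratio at most library mean plus 5 SD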;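 also: more negative B-score means stronger inhibition of thallium flux through KCNK3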
ANO1 activ – mouse TMEM16A channel activation, primary screen; HEK293 TMEM16A/YFP-H148Q/I152L, iodide quench fluorescence; hits give low values; Q8BHY3; 340,000 compounds, 0.3% hits; AID 623877; B-score at 10 µM;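 active = fluorescence-ratio B-score plate-corrected deviation score at least 3 library SD below zero, with starting fluorescence score within 5 deviations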;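 also: channel opened by trigger with iodide after compound preincubation; score built on the fluorescence ratio of max minus min over baseline; more negative score means more quench and so TMEM16A activation or potentiation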
RGS4 act – RGS4 potentiation or activation | HEK293 M3R/inducible RGS4, carbachol calcium flux Fluo4; hits give low values | B-score at 10 µM | 310,000 compounds, 0.92% hits | AID 463111;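 active = B-score of the integrated calcium signal more than 4 SD below the library mean, with starting fluorescence not abnormally high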;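 also: negative B-score means reduced calcium response which marks RGS4 activation or potentiation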
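test system = HEK293 cells with stable M3R and inducible RGS4 | schedule = recording 10 s baseline at 1 Hz, 100 s post-agonist | technique = Fluo4-AM (2 µM) calcium-flux fluorescence, kinetic read | measure = Agonist-evoked peak-minus-minimum fluorescence over baseline, integrated ratio, B score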
hERG protect – hERG (human) protection from proarrhythmic block; CHO-hERG, FluxOR thallium flux, dofetilide IC70 present; activation (rescue from dofetilide block), less the hit threshold, % at 10 µM; 310,000 compounds, 0.51% hits; AID 1511;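 active = activation above the mean of controls blocked by dofetilide plus 5 SD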;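 also: thallium influx through hERG after potassium depolarization seen as dye fluorescence rise; in these data hits start at about 4.7%; inactives centre near -7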
TMEM16A inh – blocks the mouse calcium-activated chloride channel TMEM16A; Q8BHY3; normalized B-score (activity score, 25-100; higher = stronger inhibition) at 10 µM; 310,000 compounds, 1.2% hits; HEK293 TMEM16A/YFP iodide influx fluorescence, ionomycin; AID 588511;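 active = ratio plate-corrected score three or more library SD toward inhibition, starting fluorescence score within five deviations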;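 also: score derived from kinetic fluorescence span divided by baseline fluorescence per well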
Numbers without * were called inactive; i = inactive; ? = inconclusive; nt = not tested or not shown.

SMILES	RGS4 block	SKKanGAS inh	KCNQ1 inh	KCNK9 inh	KCNQ1 pot	HDAC3 inhib	KCNK3 inh	ANO1 activ	RGS4 act	hERG protect	TMEM16A inh
CCn1cc(/C=C(\NC(=O)c2ccccc2F)C(=O)NCCCn2ccnc2)c2ccccc21	i	-0.6	i	i	i	-3.5	i	i	i	-14.0	i
O=C(NC(=S)Nc1cccc2c(O)cccc12)c1cccc(Br)c1	i	63.3*	i	i	i	2.3	i	i	i	-4.8	i
CCOCCCNC(=O)CN1C(=O)c2cccc3cccc1c23	i	-3.1	i	i	i	-0.9	i	i	i	-0.6	i
Cc1ccc(-c2cc(C(F)(F)F)n3nc(C(=O)N4CCN5CCCC5C4)cc3n2)cc1 (stereo not given)	i	3.0	i	i	i	3.2	i	i	i	-9.7	i
O=C(O)CC(CC(=O)Nc1ccc(F)c(Cl)c1)c1ccc(Cl)cc1Cl (stereo not given)	i	8.3	i	i	i	1.8	i	i	i	-6.3	i
CC(C)c1cc(C(=O)N/N=C/c2cccnc2)n[nH]1	i	3.7	i	i	i	-0.4	i	i	i	3.9	i
COc1cc2cc(NC(C)=O)cc(NCc3ccccc3)c2cc1OC	i	0.0	i	i	i	-14.7	i	i	i	-7.1	i
CSc1ccccc1C(=O)N1CCC(n2nccc2NC(=O)C(C)(C)C)CC1	i	3.5	i	i	i	7.1	i	i	i	-4.3	i
Cc1nn(-c2ccccc2)c(N)c1Sc1ccccc1[N+](=O)[O-]	i	8.0	i	i	i	-3.2	i	i	i	-9.2	i
CN(C)c1cccc(C(=O)NCc2ccccc2)c1	i	0.1	i	i	i	-17.8	i	i	i	-8.3	i
O=S(=O)(Nc1ccc2cn[nH]c2c1)c1ccccc1	i	-4.3	i	i	i	1.9	i	i	i	-3.8	i
COc1ccc(S(=O)(=O)N2CCOC2CNC(=O)C(=O)NCC(C)C)cc1 (stereo not given)	i	3.7	i	i	i	-1.5	i	i	i	-7.7	i
CCOc1ccc(-c2c[n+]3c(n2-c2ccccc2)CCCCC3)cc1	i	7.6	7*	i	i	0.6	i	i	i	-20.1	i
O=[N+]([O-])c1ccc(Sc2n[nH]c(-c3ccco3)n2)nc1	i	6.5	i	i	i	4.1	i	i	i	-3.8	i
Cc1ccccc1-c1nc(CS(=O)CC(=O)NCCN2CCOCC2)c(C)o1 (stereo not given)	i	-2.9	i	i	i	-2.7	i	i	i	-6.7	i
CCC1=C(OC(=O)N(CC)CC)N2C(=O)OC(=NCC(=O)OC)[C@]2(C)[C@H]2C1=CC[C@H]1C(=O)N(C)C(=O)[C@H]12	i	-1.3	i	i	i	-0.8	i	i	i	-8.5	i
N#Cc1ccccc1OCC(=O)Nc1ccc2c(c1)OCCCO2	i	-1.9	i	i	i	1.6	i	i	i	-5.0	i
O=C1c2ccccc2C(Nc2ccc(F)c(Cl)c2)N1Cc1ccco1 (stereo not given)	i	7.1	i	i	i	13.6	-8.71*	-22.4*	i	-13.0	i
COCCNc1nnc(SCC(=O)NC(=O)c2ccccc2OC)s1	i	-7.5	i	i	i	-4.0	i	i	i	-6.5	i
COCCNC(=O)CCc1c(C)nc2c(-c3ccc(F)cc3)c(C)nn2c1C	i	-1.4	i	i	i	1.6	i	i	i	-20.2	i
COC(=O)CCC(=O)c1oc2ccccc2c1N	i	6.4	i	i	i	-12.1	i	i	i	-6.2	i
Cc1ccn2c(CN3CCOCC3)c(-c3ccccc3)nc2c1	i	-1.1	i	i	i	10.2	i	i	i	-1.4	i
O=C(c1ccco1)N1CCCN(Cc2nc(-c3ccc4c(c3)OCO4)no2)CC1	i	-5.7	i	i	i	9.5	i	i	i	-14.4	i
COc1ccc(CCN(Cc2ccccn2)C(=S)Nc2ccccc2C)cc1OC	i	-0.8	i	i	i	2.9	i	i	i	-16.0	i
O=c1o[nH]c(-c2ccccc2)c1N=Nc1c(F)cccc1Cl	i	14.2	i	i	i	-3.7	i	i	i	-2.9	i

Going on with the list:
SMILES	RGS4 block	SKKanGAS inh	KCNQ1 inh	KCNK9 inh	KCNQ1 pot	HDAC3 inhib	KCNK3 inh	ANO1 activ	RGS4 act	hERG protect	TMEM16A inh
O=C(CN(C(=O)CSc1nnc(COc2ccccc2)o1)c1ccc(F)cc1)NC1CCCC1	i	12.1	i	i	i	2.7	i	i	i	-7.0	i
CCOc1ccc(N(CC(=O)NCCc2ccc(Cl)cc2)S(=O)(=O)c2c(C)[nH]c(=O)[nH]c2=O)cc1	i	-1.0	i	i	i	1.8	i	i	i	-2.5	i
Cc1ccc(C(=O)c2cc3ccccc3o2)cc1	i	4.9	i	i	i	6.7	i	i	i	-4.6	i
CC(=O)c1cccc(NC(=O)C2C3C=CC(C3)C2C(=O)O)c1 (stereo not given)	i	9.8	i	i	i	-7.5	i	i	i	1.3	i
Cc1ccc2oc(=O)cc(CN3CCOCC3)c2c1	i	-0.6	i	i	i	-0.8	i	i	i	-7.2	i
COc1ccc(S(=O)(=O)Nc2cccc(-c3ccc4nncn4n3)c2)c(OC)c1	i	9.2	i	i	i	12.4	i	i	i	-12.8	i
CN1CCN(c2ccccc2NC(=O)c2sc3ccccc3c2Cl)CC1	i	12.7	i	i	i	2.5	i	i	i	-0.5	i
CCN1C(=O)C(CC(=O)Nc2ccc(OC)cc2)N(CCc2ccc(F)cc2)C1=S (stereo not given)	i	12.4	i	i	i	-0.5	-9.01*	i	i	-31.3	i
CCN(CC)CCCNC(=S)N1CCC(c2nc3ccccc3[nH]2)CC1	i	-1.2	i	i	i	-6.4	i	i	i	-8.9	i
O=C(NC1CCCc2c1cnn2-c1ccc(F)cc1F)c1csnn1 (stereo not given)	i	2.6	i	i	i	-0.7	i	i	i	-4.5	i
Cc1ccc(C)c(N2CCN(C(=O)CCn3c(=S)[nH]c4cc5c(cc4c3=O)OCO5)CC2)c1	i	29.2	i	i	i	4.9	i	i	i	-9.8	i
CN1CCN(CCCNC(=O)c2ccc3c(c2)N(Cc2ccc(F)cc2)CCS3)CC1	i	1.0	i	i	i	-66.1	i	i	i	-3.7	i
O=C1CN(c2nc(-c3cccnc3)nc3sc4c(c23)CCCC4)CCN1	i	10.2	i	i	i	-14.4	i	i	i	-21.6	i
N#Cc1cccc(C(=O)OCC(=O)c2ccc3c(c2)NC(=O)CO3)c1	i	-3.0	i	i	i	5.7	i	i	i	-13.5	i
CC(Sc1nc2sc3c(c2c(=O)n1-c1ccccc1)CCCC3)C(=O)O (stereo not given)	i	12.4	i	i	i	6.5	i	i	i	-11.7	i
Cc1cc(C)n(C(C)CNS(=O)(=O)c2ccc(C)c(C)c2)n1 (stereo not given)	i	-2.0	i	i	i	-4.7	i	i	i	-2.9	i
Cc1ccc(CN=C(Nc2ccccc2)NC2CCCCC2)cc1	i	-12.3	9*	i	i	-0.9	i	i	i	-4.4	i
O=C(c1ccco1)N1CCN(C(=S)Nc2ccc(Br)cc2Cl)CC1	i	-3.5	i	i	i	-2.4	i	i	i	0.9	i
CC(C)C(=O)Nc1ccc2oc(=O)ccc2c1	i	-1.8	i	i	i	-9.3	i	i	i	-12.4	i
COc1ccc(N2CCN(C(=O)CSc3nnc(-c4cccnc4)n3-c3ccc(F)cc3)CC2)cc1	i	-14.1	i	i	i	0.0	i	i	i	-6.8	i
O=C1CC(N2CCOCC2)C(=O)N1c1ccc2c(c1)OCO2 (stereo not given)	i	-1.8	i	i	i	2.2	i	i	i	-6.5	i
CSc1ccccc1C(=O)Nc1ccc(C)cc1C	i	0.4	i	i	i	-3.8	i	i	i	-12.7	i
CC(=O)Nc1sc(N/N=C\c2ccccc2F)nc1-c1cccs1	i	13.7	i	i	i	2.7	i	i	i	-3.8	i
O=C(COC(=O)Cc1c[nH]c2ccccc12)Nc1cccc2ccccc12	i	0.5	i	i	i	1.1	i	i	i	-0.8	i
O=C(CCc1ccccc1O)N/N=C/c1ccc(Sc2cccc3cccnc23)o1	i	13.9	i	i	i	-2.6	i	i	i	-12.5	i

More structures:
SMILES	RGS4 block	SKKanGAS inh	KCNQ1 inh	KCNK9 inh	KCNQ1 pot	HDAC3 inhib	KCNK3 inh	ANO1 activ	RGS4 act	hERG protect	TMEM16A inh
O=C(O)Cc1nc(-c2cccnc2)sc1-c1ccc(Br)cc1	i	4.2	i	i	i	nt	i	i	i	-5.5	i
CC1CCCN(C(=O)C2(NC(=O)Nc3cccc(F)c3)CCCCC2)C1 (stereo not given)	i	-6.0	i	i	i	-4.9	i	i	i	-15.7	i
CCn1c2ccccc2c2cc(NC(=O)COC(=O)Cc3cn4ccsc4n3)ccc21	i	-2.7	i	i	i	nt	i	i	i	-9.7	nt
Cc1cccc(C(=O)N[C@H](C(=O)Nc2ccc(C)c(S(=O)(=O)N(C)C)c2)C(C)C)c1	i	9.9	i	i	i	-1.5	i	i	i	-12.2	i
c1csc(-c2cn3ccc4ccccc4c3n2)c1	i	-0.6	i	i	i	-20.0	i	i	i	-14.1	i
CCCc1nc(SCC(=O)N2CCc3ccccc3C2)c2ccccc2n1	i	22.0	i	i	i	2.9	i	i	i	-2.5	i
CCOC(=O)C1=NNC(C(=O)c2ccccc2)C1c1ccc(OC)cc1 (stereo not given)	i	3.8	i	i	i	-5.2	i	i	i	-10.6	i
CCn1c(CNC(=O)COc2ccc(C(C)C)cc2)nnc1SCC(=O)Nc1ccc(F)cc1	i	-2.4	i	i	i	2.3	i	i	i	0.0	i
COCCN(CCOC)S(=O)(=O)c1ccc(C(=O)Nc2nc3c(s2)CCc2ccccc2-3)cc1	i	7.6	i	i	i	-17.6	i	i	i	-1.1	i
CN(CC12CC3CC(CC(C3)C1)C2)C(=O)c1ccco1	i	0.9	i	i	i	4.4	i	i	i	-5.1	i
Cc1ccc(NC(=O)NC(=O)c2cnccc2C(F)(F)F)c(C)c1	i	-1.2	i	i	i	0.1	i	i	i	-7.2	i
CCOCCOC(=O)COc1ccc2c(=O)c(Oc3ccc(OC)cc3)coc2c1	i	1.3	i	i	i	5.4	i	i	i	-10.8	i
CCOc1ccc2ccccc2c1/C=N/NC(=O)c1ccncc1	i	-4.1	i	i	i	-3.6	i	i	i	-1.9	i
N/C(=N\N=C\c1ccnc2ccccc12)SC1CC(=O)N(c2ccc(Br)cc2)C1=O (stereo not given)	i	?	i	i	i	6.6	i	i	i	-0.1	i
Cc1cccc(NC(=O)COc2coc(CN3CCN(c4ccccc4)CC3)cc2=O)c1	i	-9.9	i	i	i	3.6	i	i	i	-2.9	i
COc1ccc(C2=NN(CN3C(=O)C(=O)c4ccccc43)C(c3ccc(OC)cc3)C2)cc1 (stereo not given)	i	-0.1	i	i	i	3.8	i	i	i	-11.6	i
N#Cc1cc(C#N)c(N2CCN(c3cccc(Cl)n3)CC2)nc1N	i	6.6	i	i	i	4.3	i	i	i	-13.2	i
COCCn1c(N2CCCC2)nc2c1c(=O)[nH]c(=O)n2C	i	-1.5	i	i	i	-4.4	i	i	i	-2.5	i
